KCNQ2 block: KCNQ2 potassium channel inhibitors, primary screen, cell-based, CHO-K1, FluxOR thallium flux, B-score (AID 2156) | O88943 | 20 min; stronger effect = lower value | B-score at 10 µM | 310,000 compounds, 1.1% hits;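 active = fluorescence ratio B-score at most minus 3 library SDs, with starting brightness B-score within 2 library SDs, cut at about -5.5 in these data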
CHT inh: human CHT choline transport inhibition; Q9GZV3; CHT-expressing cells, membrane potential dye, choline response; stronger effect = lower value; B-score at 10 µM; 310,000 compounds, 0.86% hits; AID 488975;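 active = B-score over 3 SD under the library average, and starting fluorescence ratio not unusually high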;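 also: choline stimulus applied at its EC90 after an EC20 pre-addition; B-score computed on integrated fluorescence ratio after choline addition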
Target sequence (Q9GZV3 whole entry, looked up): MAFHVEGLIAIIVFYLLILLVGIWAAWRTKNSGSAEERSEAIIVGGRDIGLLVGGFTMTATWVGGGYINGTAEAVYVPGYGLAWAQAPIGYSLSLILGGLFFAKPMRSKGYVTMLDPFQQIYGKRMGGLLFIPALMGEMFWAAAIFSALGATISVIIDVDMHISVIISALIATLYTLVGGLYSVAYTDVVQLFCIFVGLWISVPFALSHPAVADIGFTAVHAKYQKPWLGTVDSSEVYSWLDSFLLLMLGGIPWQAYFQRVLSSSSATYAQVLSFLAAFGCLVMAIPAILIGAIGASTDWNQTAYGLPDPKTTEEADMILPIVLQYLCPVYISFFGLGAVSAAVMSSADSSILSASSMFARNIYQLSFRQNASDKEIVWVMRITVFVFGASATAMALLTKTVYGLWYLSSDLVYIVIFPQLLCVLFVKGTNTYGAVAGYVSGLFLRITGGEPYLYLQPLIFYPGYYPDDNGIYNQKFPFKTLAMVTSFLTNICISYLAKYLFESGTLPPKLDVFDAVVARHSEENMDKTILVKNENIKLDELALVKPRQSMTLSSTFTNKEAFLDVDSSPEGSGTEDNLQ
Starred values were filed as active, the others as inactive; i = inactive; x = no result given.

KCNQ2 block	CHT inh	SMILES
i	i	Cc1ccc(C(C(=O)NC2CCCC2)N(Cc2ccc(F)cc2)C(=O)c2csnn2)o1 (stereo unspecified)
i	i	O=C(NCc1nc2ccccc2[nH]1)c1ccco1
i	i	CCn1c(Cc2ccccc2)nnc1SCC(=O)OC(C)C
i	-7.63*	O=C(O)c1[nH]c2ccc(Cl)cc2c1CC(=O)N1CCN(c2ccccc2)CC1
i	i	CC1CCCN(Cc2csc(N)n2)C1 (stereo unspecified)
i	i	CN(CC(N)=O)S(=O)(=O)c1ccc(F)cc1
i	i	CC1CCc2c(sc(NC(=O)c3ccc(Cn4cc(Br)cn4)o3)c2C(N)=O)C1 (stereo unspecified)
i	i	COc1ccc(S(=O)(=O)N(C)C)cc1NCC(=O)Nc1ccc(F)cc1F
i	i	CCCCNC(=O)c1onc(CSc2cccc3ccccc23)c1C(=O)O
i	i	NC(=O)c1ccsc1NC(=O)COC(=O)CSc1ccc(Cl)cc1
i	i	Cc1nc(CS(=O)(=O)c2ccc(Cl)cc2)cc(Sc2ccccc2Cl)n1
i	i	COc1ccc(NC(=O)c2cc(-c3ccco3)nc3ccccc23)cc1
i	i	O=S(=O)(NCC1CCCO1)c1ccc2oc3ccc(S(=O)(=O)NCC4CCCO4)cc3c2c1 (stereo unspecified)
i	i	COc1cccc(/C=C/c2ccc3cccc(O)c3n2)c1OC
i	i	Nc1c(C(=O)Nc2ccc3c(c2)OCCO3)nnn1CCc1ccccc1
i	i	Cc1cc(C)cc(SCc2noc(C(=O)NCCCN3CCOCC3)c2C(=O)NCCCN2CCOCC2)c1
i	i	Cc1ccc(/C=C/C(=O)NC(C)c2ccccc2)cc1 (stereo unspecified)
i	i	CCC(CC)C(=O)NCCc1cc2c(C)ccc(C)c2[nH]c1=O
i	i	COc1ccc(CCNC(=O)CSc2nc(=O)[nH]c3c2CCC3)cc1OC
i	i	COc1cccc(-c2nnc(NC(=O)c3ccccc3Br)o2)c1

Arranged by heavy-atom count (highest first): part of the list above.
KCNQ2 block	CHT inh	SMILES
i	i	Cc1cc(C)cc(SCc2noc(C(=O)NCCCN3CCOCC3)c2C(=O)NCCCN2CCOCC2)c1
i	i	O=S(=O)(NCC1CCCO1)c1ccc2oc3ccc(S(=O)(=O)NCC4CCCO4)cc3c2c1 (stereo unspecified)
i	i	Cc1ccc(C(C(=O)NC2CCCC2)N(Cc2ccc(F)cc2)C(=O)c2csnn2)o1 (stereo unspecified)
i	-7.63*	O=C(O)c1[nH]c2ccc(Cl)cc2c1CC(=O)N1CCN(c2ccccc2)CC1
i	i	Nc1c(C(=O)Nc2ccc3c(c2)OCCO3)nnn1CCc1ccccc1
i	i	COc1ccc(NC(=O)c2cc(-c3ccco3)nc3ccccc23)cc1
i	i	NC(=O)c1ccsc1NC(=O)COC(=O)CSc1ccc(Cl)cc1
i	i	COc1cccc(-c2nnc(NC(=O)c3ccccc3Br)o2)c1
i	i	CCn1c(Cc2ccccc2)nnc1SCC(=O)OC(C)C
i	i	Cc1ccc(/C=C/C(=O)NC(C)c2ccccc2)cc1 (stereo unspecified)
i	i	O=C(NCc1nc2ccccc2[nH]1)c1ccco1
i	i	CN(CC(N)=O)S(=O)(=O)c1ccc(F)cc1
i	i	CC1CCCN(Cc2csc(N)n2)C1 (stereo unspecified)

(list continues)
KCNQ2 block	CHT inh	SMILES
i	i	CCOC(=O)/C(C#N)=C/c1c(N2CCN(C)CC2)nc2c(C)cccn2c1=O
x	i	Cc1cc2c(=O)n(CC(=O)N3CCN(c4ccccc4)CC3)cnc2s1
i	i	O=C(Cn1ncc2ccccc21)N1CCN(c2cccc(C(F)(F)F)c2)CC1
i	i	CCCCNC(=O)Nc1nnc(SCC(=O)OCC)s1
i	i	O=C(O)c1ccc(CSc2nc3ccccc3[nH]2)cc1
i	i	O=C(NCc1ccc(F)cc1)C1(c2cccs2)CCOCC1
i	i	CCc1cc2c(=O)c(-c3nc4ccccc4n3C)coc2c(CN2CCOCC2)c1O
i	i	CC(C)COP(=O)(OCC(C)C)C(Nc1ccccc1)c1ccc2c(c1)OCO2 (stereo unspecified)
i	i	CCN(CC)CCCNC(=O)c1cc2c(=O)n(CC)c3ccccc3c2s1
i	i	CC(C)c1nc(SCC(=O)Nc2cccc(C(=O)O)c2)c2c3c(sc2n1)CCCC3
i	i	CCN1C(=O)[C@H]2[C@@H](c3ccc(-c4ccc(C(C)=O)cc4)cc3)N3CCC[C@@]3(C(=O)OC)[C@H]2C1=O
i	i	O=C(CN1CCc2ccccc2C1)Nc1cc(S(=O)(=O)N2CCOCC2)ccc1N1CCOCC1
i	i	CCOC(=O)C1CCCN(c2c(NCCc3cccc(C)c3)c(=O)c2=O)C1 (stereo unspecified)
i	i	CC(Oc1ccc(F)cc1)C(O)CCN(C)C (stereo unspecified)
i	i	CCc1ccc(S(=O)(=O)N2CCN(C(=O)c3cccnc3)CC2)cc1
i	i	O=c1[nH]c(=S)[nH]c2sccc12
i	i	COc1ccc(C(=O)NC2CC2)cc1OC1CCN(Cc2cnn(C)c2C)CC1
i	i	CCN1C(=O)C(CC(=O)Nc2ccc(F)cc2)N(Cc2cccs2)C1=S (stereo unspecified)
-7.5*	i	N#Cc1ccc(NC(=O)N2CCC(c3nc4c(nnn4Cc4cccc(Cl)c4)c(=O)[nH]3)CC2)cc1
i	i	CCOC(=O)N1CCC(NC(=O)CS(=O)Cc2nc(-c3ccc(C)cc3)oc2C)CC1 (stereo unspecified)
i	i	CCC(C)C(NC(N)=O)C(=O)NC1CCC(C)CC1 (stereo unspecified)
i	i	Cc1ccc(-c2csc(N(Cc3ccccc3)C(=O)COc3ccccc3)n2)cc1
i	i	C[C@@H]1CN(C(=O)c2nc3ccc(Cl)cn3c2CN(C)CCc2cnn(C)c2)C[C@H](C)O1
i	i	CC(C)(C)c1cc(NC(=O)COC(=O)c2nccnc2N)n(-c2ccccc2)n1
i	i	COc1ccccc1CNC(=O)[C@@H]1CCCN1S(=O)(=O)c1ccccc1F
i	i	CCN1CCc2c(OCC(=O)Nc3ccccc3)cccc2C1=O
i	i	CCNC(=S)N1CCN(CC(=O)Nc2ccc(Br)cc2)CC1
i	i	O=C(O)c1cc(S(=O)(=O)N2CC3CC3C2C(=O)O)c(Cl)cc1Cl (stereo unspecified)
-7.43*	i	O=S(=O)(c1ccc(Cl)s1)N1CCC(Cc2ccccc2)CC1
i	i	COc1ccc(NS(=O)(=O)c2cccc(C(=O)NCC(c3ccc(F)cc3)N3CCOCC3)c2)cc1 (stereo unspecified)
i	i	Cc1cc(=O)oc(C)c1C(=O)Nc1cnc2ccccc2c1
i	i	CCC(C)(C)n1nnnc1C(c1ccncc1)N1CCC(C)CC1 (stereo unspecified)
i	i	N#CC1=C(N)SC(N)=C(C#N)C1c1ccc(C(F)(F)F)cc1
i	i	Cc1cccc(OCC(=O)NCCNC(=O)c2ccco2)c1
i	i	CCOC(=O)c1sc(NC(=O)CC(C)c2ccccc2)nc1C (stereo unspecified)
i	i	CCn1cc(C(=O)Nc2ccc(OC)c(S(=O)(=O)N3CCCCC3)c2)c(=O)c2ccc(C)nc21
i	i	CC(C)NC(=O)CSc1ncccc1-c1nc2ccccc2[nH]1
i	i	Cc1ccc(OCCn2c(C)c(/C=N/n3cnnc3)c3ccccc32)cc1
i	i	N[C@@H](Cc1ccccc1)C(=O)N1CCC(C(=O)N[C@@H](Cc2c[nH]c3ccccc23)C(=O)O)CC1
i	i	COc1ccc(OCC(=O)N/N=C/C(C)=C/c2ccco2)c(Br)c1
i	i	O=C(Cn1nnc2ccccc21)OCc1ccccc1
i	i	N#C/C(=C\c1ccccn1)c1ccccn1
i	i	CCn1c(Cc2ccccc2)nnc1SCC(=O)Nc1nc(C)c(C)s1
i	i	O=C(Nc1nccs1)C1(S(=O)(=O)c2ccc(Cl)cc2)CC1
i	i	O=C(OCC(=O)N1CCCC1)c1c(Cl)cccc1Cl
i	i	CC(C)(O)C#Cc1ccc(CN2CCCC(CNC(=O)c3ccco3)C2)cc1 (stereo unspecified)
i	i	CCOc1ccc(NC(=O)Nc2cc(OCC(F)(F)F)cc(OCC(F)(F)F)c2)cc1
i	i	Cc1ccccc1N(CC(=O)NCC1CCCO1)C(=O)C1(C)CC(=O)N=C2C=CC=CN21 (stereo unspecified)
i	i	Cc1ccc(N=Nc2ccc(O)c3ncccc23)cc1
i	i	COc1cc([N+](=O)[O-])cc(/C=N/NC(=O)CSc2ccccn2)c1O
i	i	NC(=O)Cn1c(=O)n(Cc2ccco2)c(=O)c2c3c(sc21)CCCCC3
i	i	OC1(c2ccc3c(c2)OCO3)CCN(Cc2ccccn2)CC1
i	i	CN1CCN(C2CCCCC2NS(=O)(=O)c2ccccc2)CC1 (stereo unspecified)
i	i	O=C(Nc1cccc(S(=O)(=O)NC2=NCCCCC2)c1)c1cc(-c2ccccc2Cl)nc2ccccc12
i	i	O=C(CSc1ccccc1)NCCCN1CCOCC1
i	i	O=C(O)CCNS(=O)(=O)c1ccccc1Br
i	i	Cc1ccc(Cl)c(NC(=O)CN2CCNC(=O)C2)c1Cl
i	i	CCn1c(SCC(=O)Nc2ccccc2-c2ccccc2)nnc1-c1ccoc1C
i	i	COC(=O)N(C)CCCC1(C)C(=O)N(C)c2ccc(O)cc21 (stereo unspecified)
i	i	COc1ccccc1OCCNC(=O)Cc1ccc(Cl)c(Cl)c1

Next section.
KCNQ2 block	CHT inh	SMILES
x	i	COc1cccc(N(C(=O)c2ccn[nH]2)C2(C(=O)Nc3c(C)cccc3C)CCCCC2)c1
i	i	COc1ccc(-c2nc(SCC(=O)NC3CCCCC3)n[nH]2)cc1
i	i	COc1ccc(N2CCN(C(=O)c3ccc4c(c3)NC(=O)C(CSCc3ccc(C)cc3)N4)CC2)cc1 (stereo unspecified)
i	i	COC(=O)c1ccc(NC(=O)COC(=O)c2cccc3c(=O)c(C)c(-c4ccccc4)oc23)cc1
i	i	COc1ccc(C(=O)NCc2ccc(-n3cccc3)cc2)cc1OC
i	i	O=C(O)/C=C/C(=O)c1ccc2c(c1)NC(=O)CO2
x	i	C#CCOCCOCCOCCNc1nc(N2CCN(C(=O)CCCCCCCCCCNC(=O)Cn3cc(C[C@@H](C)O)nn3)CC2)nc(N2CCN(C(=O)CCCCCCCCCCNC(=O)[C@H](CCCCN)n3cc(CCCC(=O)O)nn3)CC2)n1
i	i	Cc1ccc(NC(=O)C2Oc3ccccc3OC2C)cc1 (stereo unspecified)
i	i	CC1CCN(c2c(NCC3CCC(C(=O)NCCCc4ccccc4)CC3)c(=O)c2=O)CC1 (stereo unspecified)
x	i	Cc1ccc(S(=O)(=O)c2nc(NC3CCS(=O)(=O)C3)sc2Cl)cc1 (stereo unspecified)
i	i	Cn1ncc(Cl)c1C(=O)Nc1cc(C(F)(F)F)ccc1F
i	i	CN1CCC(N(C)C(=O)Cc2ccccc2[N+](=O)[O-])CC1
i	i	CSc1nc(NCC(C)C)nc(N2CCOCC2)n1
i	i	CCCc1cc(=O)[nH]c2nnc(SCC(=O)Nc3ccc(NC(C)=O)cc3)n12
i	i	Cc1cccc(N2CC(C(=O)OCC(=O)c3ccc(OC(=O)c4cccs4)cc3)CC2=O)c1C (stereo unspecified)
i	x	CC(=O)c1c(O)c(C)c(O)c2c1OC1=CC(=O)C(C(C)=O)C(=O)[C@@]12C (stereo partly specified)
i	i	CCN(Cc1ccccc1)C(=O)CCS(=O)(=O)c1ccc2c(c1)oc(=O)n2C
i	i	CN(C)c1nnnn1Cc1ccccc1
i	i	O=C(O)c1ccccc1N=Cc1c(O)n(-c2nccs2)c(=O)c2ccccc12
i	i	COc1ccc(NC(=O)CSc2nnc(-c3ccoc3C)n2CC2CCCO2)cc1 (stereo unspecified)
i	x	CC(C)n1nnnc1C(c1ccc(F)cc1)N1CCN(C2CCCC2)CC1 (stereo unspecified)
i	i	Cc1ccc(-c2[nH]c3ccccc3c2SCCN)cc1
i	i	COc1ccc(-c2nnc(SCC(=O)NCc3ccco3)o2)cc1
i	i	CC(C)CCNC(=O)Cn1c(NCCC(C)C)nc2c1c(=O)n(C)c(=O)n2C
i	i	O=S(=O)(/C=C/c1ccccc1)c1ccccc1
i	i	O=C(NCCCn1ccnc1)c1cc2c(s1)CCCC2
i	i	O=C(CCCNS(=O)(=O)c1cccc2nsnc12)NCc1ccccc1
i	i	O=C(NC(=S)Nc1ccc(N2CCOCC2)cc1)c1cncc(Br)c1
i	i	CCOc1ccc(C2NC(=O)NC(C)=C2[N+](=O)[O-])cc1OC (stereo unspecified)
i	i	O=C(CCCn1c(SCC(=O)c2ccc(F)cc2)nc2ccccc2c1=O)NCc1ccco1
i	x	Cc1ncc(CO)c(/C=N/NC(=O)c2cc(O)c(O)c(O)c2)c1O
i	i	COc1cccc(-c2nc3ccccc3c(=O)n2NC(=O)c2cccnc2Cl)c1
i	i	CC(C)C(NS(=O)(=O)c1ccccc1)C(=O)N1CCN(C(=O)c2ccco2)CC1 (stereo unspecified)
i	i	Cc1onc(-c2ccccc2)c1C(=O)NC(CC(=O)O)c1ccc(OC(C)C)cc1 (stereo unspecified)
i	i	CCC1=NN2C(=N)/C(=C\c3cccn3-c3cccc(Cl)c3)C(=O)N=C2S1
i	i	COc1cccc(N(CC(=O)NCCSc2ccccn2)S(=O)(=O)c2ccccc2)c1
i	i	CCC(=O)Nc1ccc(C(=O)N/N=C/c2ccccc2[N+](=O)[O-])cc1
i	i	COc1cccc(CN=C2Nc3ccccc3CS2)c1
i	i	CN(C)CCCN(C(=O)c1ccc(S(=O)(=O)N(C)Cc2ccccc2)cc1)c1nc2c(F)cccc2s1
i	i	O=C(O)CCCC(=O)N1CCc2cc(S(=O)(=O)NCc3ccccc3)ccc21

Bioassay records (PubChem)
